From PubChem BioAssay
DUSP3 inh = DUSP3 (human) phosphatase inhibition. P51452. recombinant VHR phosphatase, pNPP absorbance. inhibition, % at 13.3 µM. actives 0.52% (n = 290,000); in the data active = inhibition above about 50%; note: some compounds called inactive have numbers as strong as hits
Target sequence (P51452 whole entry, looked up): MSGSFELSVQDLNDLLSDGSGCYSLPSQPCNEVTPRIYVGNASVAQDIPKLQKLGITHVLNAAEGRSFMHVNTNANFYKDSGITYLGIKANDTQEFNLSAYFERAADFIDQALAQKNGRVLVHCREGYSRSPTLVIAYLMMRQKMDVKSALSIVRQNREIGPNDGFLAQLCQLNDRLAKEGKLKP
SARS 3CLpro inh = SARS-CoV 3CLpro protease inhibition; actives 0.14% (n = 290,000); recombinant SARS-CoV 3CLpro, quenched FRET peptide cleavage; inhibition, % at 6 µM; P0C6X7; AID 1706; in the data active = inhibition above about 12%
Y pestis TopoI = Y. pestis Topo-I inhibition via cleavage products. Y. pestis Topo-I cleavage product accumulation, plate reader. activity, % at 10 µM. actives 0.064% (n = 360,000). AID 504884; in the data active = activity above about 50%, passing the limit was not always enough; inconclusive = no clear call, values can overlap the other calls; note: inactives centre near 2
TcdB GH inh = blocks C. difficile toxin B glycohydrolase activity | P18177 | TcdB glycohydrolase enzymatic assay, plate reader | inhibition, % at 9.99 µM | actives 0.24% (n = 350,000) | AID 652162; in the data active = inhibition above about 10%
SSB-PriA inh = K. pneumoniae PriA-SSBct interaction inhibition. AlphaScreen SSBct-PriA binding, biotinylated peptide. inhibition, % at 33 µM. AID 1272365. actives 0.6% (n = 430,000); in the data active = inhibition mostly above about 37%, no sharp cut-off; inactive = mostly below about 20%;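 note: plate controls were negative control peptide for no effect and reference peptide for full effect; strong numbers were not always called active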
Vc quorum ag = inducers of Vibrio cholerae quorum light production without autoinducers. V. cholerae BH1578 lux reporter, luminescence, 6 h. actives 0.16% (n = 350,000). activation, % at 18.7 µM; in the data active = activation mostly above about 9.7%, no sharp cut-off; inconclusive = no clear call, values can overlap the other calls; inactive = mostly below about 3.7%; note: not every result past the cut was called active; inactives centre near 0; reference of the scale not given here
Anthrax LF inh2 = blocks Bacillus anthracis lethal factor protease. P15917. actives 0.12% (n = 360,000). multiplex microsphere protease cleavage assay, LF. inhibition, % at 10 µM. AID 588501; in the data active = inhibition above about 30%; inconclusive = no clear call, values can overlap the other calls; note: plate controls were buffer without enzyme for full effect and enzyme alone for no effect
Target sequence (P15917 whole entry, looked up): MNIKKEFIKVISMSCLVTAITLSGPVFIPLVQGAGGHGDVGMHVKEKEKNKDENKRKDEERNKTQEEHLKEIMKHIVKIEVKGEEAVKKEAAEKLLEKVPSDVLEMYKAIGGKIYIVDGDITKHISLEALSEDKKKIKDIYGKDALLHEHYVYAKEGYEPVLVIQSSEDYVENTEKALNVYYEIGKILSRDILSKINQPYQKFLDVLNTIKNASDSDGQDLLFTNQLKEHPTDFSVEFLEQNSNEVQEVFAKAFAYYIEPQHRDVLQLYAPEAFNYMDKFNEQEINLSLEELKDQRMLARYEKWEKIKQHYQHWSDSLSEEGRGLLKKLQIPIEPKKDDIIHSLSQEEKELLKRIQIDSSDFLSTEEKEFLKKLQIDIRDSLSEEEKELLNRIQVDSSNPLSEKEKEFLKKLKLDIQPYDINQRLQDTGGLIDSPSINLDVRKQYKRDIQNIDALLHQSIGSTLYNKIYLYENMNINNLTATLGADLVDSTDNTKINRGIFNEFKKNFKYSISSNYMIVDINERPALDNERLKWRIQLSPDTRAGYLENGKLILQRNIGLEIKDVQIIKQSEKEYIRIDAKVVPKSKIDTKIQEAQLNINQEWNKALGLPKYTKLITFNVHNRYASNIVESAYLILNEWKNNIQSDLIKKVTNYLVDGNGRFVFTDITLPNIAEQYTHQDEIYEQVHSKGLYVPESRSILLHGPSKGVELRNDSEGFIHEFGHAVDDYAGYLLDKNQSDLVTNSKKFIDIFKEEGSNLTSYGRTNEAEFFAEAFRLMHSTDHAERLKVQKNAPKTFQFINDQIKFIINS
PfHsp40 rescue = compounds rescuing yeast from Plasmodium falciparum HSP40 toxicity. S. cerevisiae expressing PfHsp40, growth rescue, ATP luminescence. growth rescue, % at 12.5 µM. actives 0.68% (n = 340,000); in the data active = growth rescue above about 28%, passing the limit was not always enough; inconclusive = no clear call, values can overlap the other calls;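 note: yeast W303a lacking pdr1 and pdr3 grown in galactose medium; growth measured after three days at 30 °C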
Rv3671c inh = inhibitors of M. tuberculosis serine protease Rv3671c; actives 0.048% (n = 320,000); AID 2606; P9WHR9; inhibition, % at 5.96 µM; in the data active = inhibition above about 38%;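 note: extracellular domain of Rv3671c used as enzyme; 0% = enzyme with DMSO and 100% = no enzyme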
MazF activator = increases E. coli MazEF RNase cleavage of RNA; P0AE70; FAM/BHQ RNA-DNA oligo cleavage fluorescence, 5 h; activation, % at 20 µM; actives 0.32% (n = 350,000); in the data active = activation above about 50%
The depositor's hits bear a star; i = inactive; ? = inconclusive; . = not tested or not shown; ! = a repeat was not active. Some of the compounds tested; rates above refer to the full screens.

No. | structure | DUSP3 inh | SARS 3CLpro inh | Y pestis TopoI | TcdB GH inh | SSB-PriA inh
1 | COc1cc(OC)cc(-c2nnc(NC(=O)Cc3ccc(F)cc3)o2)c1 | -5 | 2 | -11 | -0.1 | -8
2 | COCC(=O)N(C)C1(c2nnnn2CCOC(=O)Nc2ccc(Cl)cc2)CCCC1 | 10 | -2 | 3 | . | 4
3 | CCOC(=O)c1ccc(NC(=O)CSc2nnc(Cn3c(=O)sc4ccccc43)n2C)cc1 | -10 | -2 | -7 | 1.0 | -8
4 | O=C(O)CCn1c(SCc2cc(=O)n3ccccc3n2)nc2ccsc2c1=O | -3 | -3 | 6 | -0.7 | -11
5 | O=C1NC(Cc2c[nH]c3ccccc23)C(=O)N1Cc1cccc2ccccc12 (stereo unspecified) | 8 | 2 | -2 | 0.7 | 18
6 | COc1ccccc1-c1c(C)nn2c(N3CCN(Cc4ccccc4)CC3)cc(C)nc12 | 5 | 3 | 32 | 1.2 | -16
7 | COc1ccc(CNC(=O)O[C@]23C[C@H]4C(=O)N(c5ccccc5)C(=O)[C@H]4C[C@@]2(O)CN(S(=O)(=O)c2ccc(C)cc2)C3)cc1OC | . | . | 10 | 0.1 | .
8 | COc1ccc(C(=O)Nc2c(C(C)(C)C)nn(C)c2C(C)(C)C)cc1 | -1 | -1 | 3 | 1.7 | -8
9 | O=C(Nc1ccc(N2CCOCC2)cc1)c1cc2c(s1)CCCC2 | 25 | -2 | -1 | 1.4 | 21
10 | COc1ccccc1NS(=O)(=O)c1cccc(C(=O)N/N=C/c2ccc(NC(C)=O)cc2)c1 | 13 | -1 | 1 | 2.8 | .
11 | CCOC(=O)Nc1sc2c(c1C(=O)OCC)CCC2 | 0 | -2 | 2 | . | -20
12 | O=C(CSc1nnc(-c2ccc(F)cc2)o1)c1ccc2c(c1)OCCO2 | 7 | -4 | -1 | 0.7 | -1
13 | Cc1ccc(C)c(NC(=O)CCN2CC(C)CC(C)C2)c1 (stereo unspecified) | 26 | -3 | 0 | 0.8 | -5
14 | CCc1ccccc1NC(=O)CC(O)(C(=O)OC)C(F)(F)F (stereo unspecified) | 14 | -4 | -14 | . | -13
15 | CCCN(CCC)CCNC(=O)C(NS(=O)(=O)c1ccc2c(c1)CCC(=O)N2)c1ccccc1 (stereo unspecified) | -17 | -4 | 2 | . | -7

No. | Vc quorum ag | Anthrax LF inh2 | PfHsp40 rescue | Rv3671c inh | MazF activator
1 | i | -2 | -1.3 | -7 | 0
2 | i | 0 | 1.6 | -2 | -2
3 | -0.2 | 0 | -1.0 | -1 | -2
4 | -0.3 | 8 | 1.2 | 0 | 7
5 | i | 0 | 0.0 | -12 | -1
6 | -0.2 | -6 | 1.2 | 3 | -3
7 | 0.5 | 2 | . | . | 14
8 | -1.6 | . | -0.1 | -5 | 0
9 | -0.3 | -10 | 7.5 | 5 | 1
10 | i | 0 | -0.2 | -19 | 7
11 | . | -17 | 0.4 | 8 | -5
12 | -0.4 | -2 | 0.5 | 3 | -20
13 | -1.1 | -3 | 0.3 | -3 | 4
14 | 1.2 | -5 | 0.0 | -3 | 1
15 | 2.7 | -3 | -0.2 | -7 | -6

Next section:
No. | structure | DUSP3 inh | SARS 3CLpro inh | Y pestis TopoI | TcdB GH inh | SSB-PriA inh
16 | N#Cc1nc(Cc2ccccc2)oc1NCCN1CCOCC1 | 29 | -5 | -4 | 1.7 | -14
17 | CCCCOC(=O)Nc1ccc(S(=O)(=O)Nc2cc(C)nc(C)n2)cc1 | 15 | 8 | 10 | 2.0 | -8
18 | CNC(=S)N1N=C(c2ccc(OC)cc2)CC1c1ccccc1Cl (stereo unspecified) | -11 | 3 | 21 | 0.2 | 0
19 | CC1CCCCN1S(=O)(=O)c1ccc(S(=O)(=O)N2CCN(C)CC2)cc1 (stereo unspecified) | 17 | 4 | 2 | 0.0 | -16
20 | COc1ccc(N2CCN(C3CCCN(Cc4ccc(F)cc4)C3)CC2)cc1 (stereo unspecified) | 12 | -9 | 2 | 1.3 | -1
21 | CN(C(=O)COC(=O)Cc1ccc(Br)cc1)c1c(N)n(Cc2ccccc2)c(=O)[nH]c1=O | . | . | -5 | 0.5 | .
22 | O=C(/C=C/c1ccccc1Cl)NCc1ccco1 | 5 | 3 | -6 | . | 6
23 | COc1cccc(CCNc2ccc(N3C(=O)CC(C)C3=O)cc2[N+](=O)[O-])c1 (stereo unspecified) | -6 | 3 | 24 | -0.2 | -9
24 | Cc1onc(-c2c(Cl)cccc2Cl)c1C(=O)O/N=C(\C#N)c1c(Cl)cccc1Cl | 8 | -1 | 5 | 1.7 | .
25 | Cc1sc2nc(CSC(C)C(=O)Nc3ccc(C#N)cc3)[nH]c(=O)c2c1C (stereo unspecified) | . | . | -4 | 1.1 | 8
26 | Cc1cc2[nH]c3c4ccccc4nc(C)c3c2cc1C | . | . | -16 | 2.1 | 1
27 | Fc1ccc(CN2CCN(c3ncnc4scc(-c5ccc(F)cc5)c34)CC2)cc1 | 6 | 7 | 4 | 1.5 | -9
28 | CC(/C=C/c1ccccc1)=N\NC(=O)c1ccc(Br)cc1 | -21 | 3 | -10 | 0.4 | .
29 | CC12CCC(c3c(CO)nn(-c4ccccc4)c31)C2(C)C (stereo unspecified) | 0 | -1 | -4 | . | -7
30 | CCN(CC)CCN(C(=O)c1cc2ccccc2cc1OC)c1nc2ccc(F)cc2s1 | 48 | -4 | 9 | 0.8 | 47*!

No. | Vc quorum ag | Anthrax LF inh2 | PfHsp40 rescue | Rv3671c inh | MazF activator
16 | 0.2 | 5 | -0.5 | -4 | -3
17 | 0.0 | -12 | 1.7 | 1 | 2
18 | -0.5 | -5 | 8.6 | 2 | 5
19 | i | 4 | 0.0 | 1 | -1
20 | -1.0 | -7 | 0.3 | 1 | 3
21 | -1.2 | 2 | . | . | -1
22 | i | -2 | -0.5 | -2 | -8
23 | -0.1 | -2 | 3.1 | 12 | 7
24 | -0.4 | -4 | -1.0 | 4 | 3
25 | i | 4 | 0.0 | -3 | -17
26 | -0.6 | -9 | 4.1 | . | -21
27 | i | -14 | 2.0 | -11 | 3
28 | -0.2 | -1 | 2.9 | 0 | 0
29 | -0.4 | -3 | -1.5 | -5 | 5
30 | -1.0 | -4 | -0.3 | -11 | -10

(next part)
No. | structure | DUSP3 inh | SARS 3CLpro inh | Y pestis TopoI | TcdB GH inh | SSB-PriA inh
31 | CC(C)(C)[C@@H]1C=C(C(=O)O)O[C@H](OCCCCO)C1 | . | . | 10 | 0.3 | -16
32 | CC12CCC(C(=O)Nc3cccc(Cl)c3)(C(Br)C1=O)C2(C)C (stereo unspecified) | 1 | 2 | -6 | 1.2 | -17
33 | CC1CC(C)CN(C(=O)COC(=O)CN2C(=O)c3ccccc3C2=O)C1 (stereo unspecified) | . | . | -6 | 1.1 | -3
34 | Cc1ccc([C@H]2C[C@H](n3cc(COC(=O)c4ccccc4)nn3)[C@@H](O)CN2C(=O)c2cccs2)cc1 | . | . | 31 | 1.5 | .
35 | CCN(C(=O)c1cc2c(=O)n3cccc(C)c3nc2n1CCCOC)C1CCCCC1 | 12 | 2 | 38 | 1.2 | -24
36 | COc1cc(/C=C2\SC(=O)N(Cc3ccc(Cl)cc3)C2=O)cc([N+](=O)[O-])c1O | . | 4 | -5 | -0.3 | 27
37 | CC(C)(C)OC(=O)N1CCN(C(=O)c2ncn(Cc3ccccc3)c2C(=O)N2CCN(C(=O)OC(C)(C)C)CC2)CC1 | . | . | 19 | 1.7 | -12
38 | NS(=O)(=O)c1ccc(CCNC(=O)CSc2ccc(Cl)cc2)cc1 | 17 | 5 | -3 | . | -11
39 | CCOc1cc(C2NC(=O)NC(C)=C2C(C)=O)cc(Cl)c1OCC(=O)O (stereo unspecified) | 4 | -3 | -9 | 1.5 | 2
40 | Cc1cc(=O)n2nc(N3CCCC(C(=O)NCCCN4CC(C)CC(C)C4)C3)sc2n1 (stereo unspecified) | 40 | 3 | 3 | 2.0 | -4
41 | Cn1c(SCC(=O)NC2CCCC2)nnc1C(F)(F)F | . | . | -7 | 0.1 | -4
42 | Cc1c(O)ccc(NC(=O)/C=C/c2ccccc2)c1C | 15 | 5 | 1 | 17* | -2
43 | CC(C)CC(=O)Nc1ccc(Oc2ccc3c(c2)C(=O)NC3=O)cc1 | 9 | -1 | -5 | -1.3 | -17
44 | C=CC1CN2CCC1CC2C(O)c1ccnc2ccccc12 (stereo unspecified) | . | . | -1 | 0.5 | -4
45 | CCCCCC(=O)NC(=S)Nc1ccccc1C(=O)OC | 36 | 4 | 11 | . | 0

No. | Vc quorum ag | Anthrax LF inh2 | PfHsp40 rescue | Rv3671c inh | MazF activator
31 | i | -4 | 0.3 | 1 | 3
32 | -0.4 | 0 | 1.3 | 8 | -1
33 | -4.3 | -6 | 1.1 | 3 | 5
34 | -0.5 | -9 | . | . | 0
35 | i | -4 | 4.8 | -14 | 1
36 | -0.2 | 4 | -0.6 | . | -18
37 | i | 8 | 0.5 | -17 | 5
38 | -0.4 | 0 | -0.3 | -3 | -1
39 | -5.9 | -4 | -1.0 | 2 | 1
40 | i | 2 | -0.1 | 8 | 0
41 | -1.7 | ? | -1.1 | 3 | -8
42 | 0.6 | -2 | 0.8 | -3 | -4
43 | i | . | -0.4 | -1 | 11
44 | -0.4 | -1 | 0.7 | . | 10
45 | -0.3 | -6 | 1.5 | -2 | 0

Two entries from above, field by field.
#40 Cc1cc(=O)n2nc(N3CCCC(C(=O)NCCCN4CC(C)CC(C)C4)C3)sc2n1 (stereo unspecified)
  DUSP3 inh: 40
  SARS 3CLpro inh: 3
  Y pestis TopoI: 3
  TcdB GH inh: 2.0
  SSB-PriA inh: -4
  Vc quorum ag: i
  Anthrax LF inh2: 2
  PfHsp40 rescue: -0.1
  Rv3671c inh: 8
  MazF activator: 0

#45 CCCCCC(=O)NC(=S)Nc1ccccc1C(=O)OC
  DUSP3 inh: 36
  SARS 3CLpro inh: 4
  Y pestis TopoI: 11
  TcdB GH inh: .
  SSB-PriA inh: 0
  Vc quorum ag: -0.3
  Anthrax LF inh2: -6
  PfHsp40 rescue: 1.5
  Rv3671c inh: -2
  MazF activator: 0

Other results follow.
No. | structure | DUSP3 inh | SARS 3CLpro inh | Y pestis TopoI | TcdB GH inh | SSB-PriA inh
46 | CC1CCN(c2ccccc2NC(=O)c2cc([N+](=O)[O-])ccc2N2CCOCC2)CC1 | 4 | 3 | 27 | 0.4 | 19
47 | Cc1ccc2[nH]c(=O)cc(C(=O)OCC(=O)c3ccc(F)cc3)c2c1 | 23 | 5 | 7 | 0.4 | -2
48 | Cc1cc(=O)n2nc(N3CCCC(C(=O)N4CCN(c5ccccc5)CC4)C3)sc2n1 (stereo unspecified) | 14 | -3 | 8 | . | -10
49 | Cc1noc(C)c1NC(=O)Nc1ccc2c(c1)C(=O)N([C@H](C)CO)C[C@H](C)[C@@H](CN(C)S(=O)(=O)c1ccccc1)O2 | . | . | 27 | 0.9 | 1
50 | CCc1nc(SCC(=O)Nc2cc(C)on2)n[nH]1 | 8 | 1 | -2 | . | -12
51 | O=C(Oc1cccc(C(=S)N2CCCCC2)c1)c1ccccc1 | 8 | -3 | 10 | -0.1 | -18

No. | Vc quorum ag | Anthrax LF inh2 | PfHsp40 rescue | Rv3671c inh | MazF activator
46 | -5.3 | -1 | 0.8 | -4 | -1
47 | -0.2 | -1 | 0.3 | 2 | -19
48 | -1.4 | -1 | 0.8 | -13 | 5
49 | 9.5 | 4 | 0.4 | 0 | -8
50 | -0.4 | -2 | -0.6 | 1 | -4
51 | -0.5 | -2 | 0.9 | -6 | -5
